# From PubChem BioAssay
# MLLE-PAM2 inh – blocks PAM2 peptide binding to the PABP1 MLLE domain | inhibition, % at 20 µM | 360,000 tested, 0.36% active | GST-MLLE / FITC-PAM2 fluorescence polarization | AID 588489; in the data active means inhibition above about 35%, passing the limit was not always enough;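 further: plate controls were DMSO wells with GST-MLLE for no effect and wells lacking GST-MLLE protein for full effect; some results filed as inactive read as strong as hits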
# Rin1-Abl PPI inh – human Rin1-Abl interaction inhibition | P00519+Q13671 | TR-FRET Rin1/Abl binding, biochemical | inhibition, % at 7.35 µM | 360,000 tested, 0.4% active | AID 588664; in the data active means inhibition above about 5%, passing the limit was not always enough
# Target sequence (P00519 whole entry, looked up): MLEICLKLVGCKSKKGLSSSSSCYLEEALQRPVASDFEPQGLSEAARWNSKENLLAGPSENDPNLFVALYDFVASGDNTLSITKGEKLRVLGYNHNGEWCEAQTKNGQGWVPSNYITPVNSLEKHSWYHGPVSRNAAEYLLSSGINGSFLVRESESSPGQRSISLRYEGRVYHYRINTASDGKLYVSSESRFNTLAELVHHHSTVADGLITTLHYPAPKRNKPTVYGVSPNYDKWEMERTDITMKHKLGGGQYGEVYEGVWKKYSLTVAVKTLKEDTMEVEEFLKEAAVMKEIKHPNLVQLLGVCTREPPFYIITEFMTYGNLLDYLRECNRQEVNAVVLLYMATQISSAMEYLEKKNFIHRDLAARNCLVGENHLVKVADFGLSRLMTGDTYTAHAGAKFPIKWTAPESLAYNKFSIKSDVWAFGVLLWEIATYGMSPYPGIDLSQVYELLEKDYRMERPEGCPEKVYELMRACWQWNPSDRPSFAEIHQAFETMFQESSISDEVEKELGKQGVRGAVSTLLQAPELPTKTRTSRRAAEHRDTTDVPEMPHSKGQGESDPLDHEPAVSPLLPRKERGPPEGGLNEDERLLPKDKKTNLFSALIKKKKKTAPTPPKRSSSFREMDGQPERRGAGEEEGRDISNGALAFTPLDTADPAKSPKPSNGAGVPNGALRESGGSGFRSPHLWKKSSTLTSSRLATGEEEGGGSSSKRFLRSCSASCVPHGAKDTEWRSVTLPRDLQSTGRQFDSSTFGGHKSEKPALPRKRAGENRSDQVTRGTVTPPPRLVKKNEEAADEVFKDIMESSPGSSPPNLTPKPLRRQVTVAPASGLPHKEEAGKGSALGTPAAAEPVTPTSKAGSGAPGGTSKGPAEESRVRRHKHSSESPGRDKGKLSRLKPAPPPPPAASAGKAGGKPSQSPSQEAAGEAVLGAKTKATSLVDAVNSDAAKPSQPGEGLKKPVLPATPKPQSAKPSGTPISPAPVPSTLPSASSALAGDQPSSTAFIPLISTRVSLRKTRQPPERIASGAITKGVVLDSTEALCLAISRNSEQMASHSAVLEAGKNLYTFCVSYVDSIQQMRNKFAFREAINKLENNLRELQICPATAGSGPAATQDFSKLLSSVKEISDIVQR
# Target sequence (Q13671 whole entry, looked up): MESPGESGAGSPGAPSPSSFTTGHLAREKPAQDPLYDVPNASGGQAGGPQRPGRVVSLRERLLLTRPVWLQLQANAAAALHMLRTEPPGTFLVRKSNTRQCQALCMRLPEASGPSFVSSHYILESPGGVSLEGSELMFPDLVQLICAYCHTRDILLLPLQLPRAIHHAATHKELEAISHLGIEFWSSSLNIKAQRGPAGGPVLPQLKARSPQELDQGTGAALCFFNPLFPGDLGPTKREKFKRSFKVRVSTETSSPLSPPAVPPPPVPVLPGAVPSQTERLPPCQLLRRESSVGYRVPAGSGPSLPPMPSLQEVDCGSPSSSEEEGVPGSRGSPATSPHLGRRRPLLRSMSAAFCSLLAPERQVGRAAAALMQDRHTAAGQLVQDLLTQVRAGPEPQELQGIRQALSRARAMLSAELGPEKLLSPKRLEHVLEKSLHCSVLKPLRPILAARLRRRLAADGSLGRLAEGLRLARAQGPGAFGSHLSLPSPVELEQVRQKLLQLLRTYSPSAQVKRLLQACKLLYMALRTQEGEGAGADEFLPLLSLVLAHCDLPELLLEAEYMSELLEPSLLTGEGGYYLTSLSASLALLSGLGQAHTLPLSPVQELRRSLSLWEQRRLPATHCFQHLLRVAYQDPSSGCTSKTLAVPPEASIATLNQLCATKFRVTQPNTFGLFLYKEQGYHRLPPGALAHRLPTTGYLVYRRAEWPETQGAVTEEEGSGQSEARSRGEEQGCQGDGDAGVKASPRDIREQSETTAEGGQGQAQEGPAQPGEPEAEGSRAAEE
# FAS TE block – FAS thioesterase (human) inhibition; P49327; recombinant FAS-TE, OMFH fluorogenic substrate, fluorescence endpoint; inhibition, % at 15 µM; 360,000 tested, 0.67% active; AID 602261;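 active means compounds whose normalised, plate-corrected inhibition of enzyme fluorescence in the single-dose primary screen is 50% or more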;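 further: 0% = DMSO with enzyme and 100% = substrate without enzyme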
# MsrA act – activators of bovine methionine sulfoxide reductase A. purified bovine MsrA, absorbance read-out. activation, % at 10.6 µM. 360,000 tested, 0.3% active. AID 602163; in the data active means activation above about 7.5%;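 further: 0% = vehicle and 100% = reference activator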
# Tb MetRS inh – blocks T. brucei methionyl-tRNA synthetase activity; purified T. brucei MetRS, ATP depletion, Kinase-Glo luminescence; inhibition, % at 11.9 µM; 360,000 tested, 0.4% active; AID 624268;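 active means inhibition above a per-plate cutoff of the control wells' mean inhibition plus 3 SD, cut at about 5.5% in these data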;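 further: 0% = DMSO wells median and 100% = median of wells with control inhibitor compound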
#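 Material: parasite MetRS enzyme / Replication: singlicate, one well per compound / Signal: luminescence of leftover ATP / Schedule: 2 h aminoacylation at 25 °C after 15 min preincubation / Medium: HEPES-MgCl2-KCl buffer plus DTT, spermine, BSA, pyrophosphatase / Doses: 11.9 µM single point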
# eLon inh – inhibits E. coli Lon protease | P0A9M0 | purified E. coli Lon protease, fluorescence polarization | inhibition, % at 7.94 µM | AID 602123 | 360,000 tested, 0.42% active; in the data active means inhibition above about 13%, passing the limit was not always enough;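 further: 0% = enzyme with probe and DMSO and 100% = no enzyme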
# MsrA inhibitor – inhibits bovine methionine sulfoxide reductase A; purified bovine MsrA, absorbance read-out; inhibition, % at 15.5 µM; 360,000 tested, 0.75% active; in the data active means inhibition above about 4.5%;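 further: 0% = vehicle wells with enzyme and 100% = reference inhibitor wells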
# CSN deneddyl inh – CSN deneddylation inhibition. AID 651999. Q92905. Purified CSN, SCF-Nedd8-OG deneddylation, fluorescence polarization. inhibition, % at 12.5 µM. 360,000 tested, 0.38% active;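 active means pattern-corrected inhibition above about 35%, with an unprinted fluorescence ratio check between 0.5 and 1.5, limit read from the data, passing the limit was not always enough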;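 further: 0% = enzyme with substrate and 100% = substrate without enzyme; some results filed as inactive read as strong as hits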
#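 test system = HEK293T-derived human Csn5 enzyme | amount = 0.24 nM Csn5 enzyme, final concentration | medium = Tris/NaCl/DTT buffer, pH 7.5 | schedule = 90 min reaction at room temperature | signal = FP | evaluation = inhibition of Csn5 cleavage, % | compound dosing = single dose of 12.5 µM compound with 0.25% DMSO | probe or stimulus = 10 nM SCFSkp2-Nedd8OG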
# Neddylation inh – blocks human cullin neddylation. P61081+Q13564. TR-FRET cullin neddylation, biochemical. calls only at 25 µM. 360,000 tested, 0.58% active. AID 651699; in the data active means inhibition above about 36%
# Numbers without * were called inactive; i = inactive; . = not tested or not shown.
SMILES,MLLE-PAM2 inh,Rin1-Abl PPI inh,FAS TE block,MsrA act,Tb MetRS inh,eLon inh,MsrA inhibitor,CSN deneddyl inh,Neddylation inh
COc1ccccc1-c1noc(-c2cccs2)n1,1,-4,-1,0,-0.3,-6,0.1,-3,i
Cc1ccc(C23CC4CC(CC(CC(=O)NC(C)(C)CO)(C4)C2)C3)cc1,-8,2,7,-2,-1.2,5,-0.5,3,i
Cc1cc2ccccn2c1C(=O)Nc1cccc(Cl)c1,-8,1,32,-4,0.0,7,1.8,6,i
Cn1c(=O)[nH]c(=O)c2[nH]c(CO)nc21,10,-1,-5,-3,-0.1,-8,-0.8,-2,i
CC(=O)Nc1ccc(NC(=O)C(C)OC(=O)C(C)SCC(=O)Nc2ccc(C)cc2)cc1 (stereo not drawn),-1,1,-5,-1,0.0,0,-1.1,4,i
CCOc1ccc(CN(C)C(=O)CNC(=O)c2ccc3ccccc3c2)cc1OC,12,-2,-3,-3,0.3,-8,-0.7,4,i
Cc1c(Cl)cccc1NC(=O)CC1Sc2ccccc2NC1=O (stereo not drawn),-5,-2,0,-1,-0.3,5,-0.6,-5,i
Cc1ccc(S(=O)(=O)N2CCN(C(=O)CSc3ccc(F)cc3)CC2)cc1,-5,0,12,-2,-0.4,8,0.5,0,i
Cc1ccc(/C=N/NC(=O)CSc2nnc(-c3ccc(Cl)cc3)n2-c2ccccc2)o1,-18,-1,14,-2,-0.4,-2,0.8,-5,i
COc1ccc(NC(=O)N(O)C2(C#N)CCCCC2)cc1,1,2,-4,-2,0.1,-3,-1.6,-4,i
O=C(COc1nsnc1N1CCOCC1)N1CCOCC1,3,-1,-8,-5,0.0,-2,-0.1,3,i
CC(C(=O)N1CCc2ccccc21)N1CCN(c2cccc(C(F)(F)F)c2)CC1 (stereo not drawn),-4,1,28,-2,0.2,1,0.7,4,i
CCN(CC(=O)NCc1ccc(Cl)cc1)C(=O)CSc1ccc(Br)cc1,-5,-2,25,-3,0.2,-12,-0.7,3,i
Cc1cccc(OCc2nnc(SCC(=O)OC3CCCCC3)o2)c1,1,3,20,-3,-1.2,-7,0.6,-1,i
CC(C)CCN1C(=O)c2ccc(C(=O)OCC(=O)N(CC(C)C)C3CCS(=O)(=O)C3)cc2C1=O (stereo not drawn),-11,2,23,-8,-0.5,-13,-0.6,-1,i
CCC(C)(O)c1[nH]c2ccc(C#N)cc2c1C (stereo not drawn),13,0,-6,-2,-0.2,0,-0.2,-1,i
O=C(COC(=O)c1ccccn1)Nc1cccc(Cl)c1,-22,3,-6,-9,-1.2,-11,-0.2,4,i
Cc1ccc(S(=O)(=O)N2CCCCC2)cc1C(=O)N(C)CCOc1ccccc1,3,-1,5,-4,-0.5,-2,0.4,0,i
COc1cc(/C=N\NC(=O)C(C)(C)O)ccc1OC/C=C/c1ccccc1,20,2,-4,-2,-0.2,3,-0.8,-1,i
CC1CCN(CC(=O)Nc2ccccc2Sc2ccccc2)CC1,-1,0,16,0,0.5,15,-0.9,-17,i
COc1ccc(C(=O)Nc2ccnn2C2CCN(C(=O)c3cc(C)on3)CC2)cc1,-5,2,-4,-5,-0.2,-4,-0.6,0,i
CC(C)C(C(=O)Nc1nccs1)c1ccc(Cl)cc1 (stereo not drawn),5,-1,4,-3,0.3,5,-0.4,-4,i
Cc1ccc(-c2nc(N)sc2CC(=O)OCC(=O)NC2CCCC(C)C2C)cc1 (stereo not drawn),-13,-1,-8,0,-0.7,-10,-0.4,-11,i
COc1ccc(OC)c(CNC(=O)C2CCCN(S(=O)(=O)N3CC(C)CC(C)C3)C2)c1 (stereo not drawn),-2,5,3,-4,-0.8,4,0.0,2,i
Cc1c(Cl)cccc1NC(=S)NCc1cccs1,7,0,2,-2,-0.1,10,-0.1,0,i

# 4 entries out of the list above, sorted by their value in eLon inh, high to low:
smiles | MLLE-PAM2 inh | Rin1-Abl PPI inh | MsrA act | Tb MetRS inh | eLon inh | MsrA inhibitor | CSN deneddyl inh | Neddylation inh
CC1CCN(CC(=O)Nc2ccccc2Sc2ccccc2)CC1 | -1 | 0 | 0 | 0.5 | 15 | -0.9 | -17 | i
Cc1cc2ccccn2c1C(=O)Nc1cccc(Cl)c1 | -8 | 1 | -4 | 0.0 | 7 | 1.8 | 6 | i
CC(C)C(C(=O)Nc1nccs1)c1ccc(Cl)cc1 (stereo not drawn) | 5 | -1 | -3 | 0.3 | 5 | -0.4 | -4 | i
CC(C)CCN1C(=O)c2ccc(C(=O)OCC(=O)N(CC(C)C)C3CCS(=O)(=O)C3)cc2C1=O (stereo not drawn) | -11 | 2 | -8 | -0.5 | -13 | -0.6 | -1 | i

# Carrying on:
SMILES,MLLE-PAM2 inh,Rin1-Abl PPI inh,FAS TE block,MsrA act,Tb MetRS inh,eLon inh,MsrA inhibitor,CSN deneddyl inh,Neddylation inh
COCCNC(=O)Cn1cc(C(=O)c2cccs2)c2ccccc21,1,1,-5,-2,-1.0,0,1.4,0,i
COc1ccc(CNC(=O)C2CCCN2S(=O)(=O)c2ccc(Cl)cc2)cc1 (stereo not drawn),-6,-2,-5,-2,0.4,-7,-0.3,-1,i
CC(C)OCCCNCC(O)c1ccccc1 (stereo not drawn),-2,-2,-11,-8,-0.8,18,0.1,1,i
CN(CCN1CCOCC1)C(=O)CC1C(=O)NCCN1Cc1ccccc1C(F)(F)F (stereo not drawn),12,3,-1,-2,-0.7,5,-0.4,-2,i
Cc1ccc(OCCN2C(=O)OC(C)(C)C2(C)O)cc1 (stereo not drawn),-5,3,-4,5,-0.2,-7,0.4,-1,i
CCCn1c(SCC(=O)Nc2ccc(S(=O)(=O)N3CCOCC3)cc2)n[nH]c1=O,-23,2,-4,-2,-0.1,6,2.5,-6,i
Nc1cc2sc(-c3ccc(C(=O)O)cc3)nc2cc1Cl,-2,-2,0,-3,-1.0,-3,5.5*,19,i
COc1cccc(NC(=O)CN(C2=NC3CS(=O)(=O)CC3S2)c2cccc(C)c2)c1 (stereo not drawn),14,-1,2,-3,-0.7,-9,-0.9,1,i
Cc1ccc(Cn2c(SCC(=O)N(C)C3CCS(=O)(=O)C3)nc3ccccc3c2=O)cc1 (stereo not drawn),-17,4,-1,-6,-0.4,4,-1.0,2,i
CCOC(=O)c1c(NC(=O)Cc2ccccc2)sc2c1CC(C)(C)NC2(C)C,-2,2,-6,-1,-0.5,-5,-0.3,-6,i
Cc1ccc(NC(=O)CSc2nc3c(c(=O)[nH]2)CCC3)cc1C,2,-4,-4,-10,-1.2,2,-0.7,-5,i
OC(COc1ccc(CNCCc2ccc(C(F)(F)F)cc2)cc1)CN1CCCCC1 (stereo not drawn),-7,-2,-9,-1,-0.3,6,0.1,-10,i
N#CCCN(Cc1cccnc1)C(=S)NC1CC2C=CC1C2 (stereo not drawn),-45,5,-2,-3,0.0,5,-2.3,-3,i
Cc1ccc(C(=O)N2CC(=O)NC(=O)C2)cc1,11,0,-3,-1,-0.5,5,0.8,-5,i
Cc1cccc(SCc2noc(C(=O)NC(C)C)c2C(=O)O)c1,-3,1,-10,-3,-0.2,9,-0.8,-7,i
Clc1ccc(Cn2c(-c3cccnc3Cl)nc3ccccc32)c(Cl)c1,-5,4,17,0,-0.7,-16,0.7,4,i
CC(C)(C)C1CCN2CCC[C@](c3ccccc3)(C1)C2OCCCO (stereo partly drawn),.,.,-4,-2,0.0,6,0.6,1,i
CN(C)CCCNc1ncnc2scc(-c3ccccc3)c12,-3,1,-4,-4,0.0,2,-1.7,-4,i
COc1cccc(Oc2ccc(N/C=C/C(=O)C(C)(C)C)cc2)c1,-15,0,17,-11,-0.5,-2,1.9,-2,i
COc1ccc(NC(=O)CS(=O)CC(=O)Nc2ccc(OC)c(OC)c2)cc1 (stereo not drawn),19,0,-1,2,-1.5,1,1.5,-4,i
O=C(O/N=C\c1ccc(N2CCCCC2)c([N+](=O)[O-])c1)c1cccc(C(F)(F)F)c1,-4,3,26,-3,-0.3,-3,-0.2,-6,i
COCCn1c(=S)[nH]c2cc(C(=O)NCc3ccc(F)cc3)ccc2c1=O,-63,1,-2,0,-0.1,12,1.5,0,i
Cc1cccc(C)c1NC(=S)NN1CCN(C)CC1,16,-2,-6,0,0.0,-3,-0.3,2,i
CCN1C(=O)[C@@H]2[C@@H](c3ccc(-c4ccc(OC)cc4)cc3)N3CCCC[C@@]3(C(=O)OC)[C@@H]2C1=O,-13,2,18,-5,-0.3,-11,0.3,-6,i
Cc1cccc(N2CCN(C(=O)c3ccc(Cl)c(NC4=NC5CS(=O)(=O)CC5S4)c3)CC2C)c1 (stereo not drawn),-121,3,-7,-6,-0.3,-2,0.0,-1,i
SMILES,MLLE-PAM2 inh,Rin1-Abl PPI inh,FAS TE block,MsrA act,Tb MetRS inh,eLon inh,MsrA inhibitor,CSN deneddyl inh,Neddylation inh
O=C(Nc1ccc(-n2ccnc2P(=O)(O)c2ccccc2)cc1)c1ccccc1Br,9,-3,-10,-4,-1.3,4,0.4,-1,i
CCOC(=O)Cn1c(CN2CCN(C(c3ccccc3)c3ccccc3)CC2)nc2c1c(=O)n(C)c(=O)n2C,3,-2,23,-6,-1.4,-1,-0.8,-2,i
Cc1ccc(C(=O)NCC(=O)NCc2ccc(Cl)cc2)s1,8,-2,1,-2,1.2,-6,0.0,-3,i
COc1ccc(C(=O)NC(=S)N2CCN(c3ccccc3OC)CC2)cc1,-54,-3,2,-10,-0.9,5,1.1,-3,i
COC(=O)c1ccc(-c2nn(C)c(=O)c3ccccc23)cc1,-6,1,-2,5,-0.5,-4,0.0,2,i
COCCCn1c(Cc2ccccc2)nnc1SCC(=O)N1CCCCC1,-8,4,-4,-2,-1.4,14,-1.9,5,i
S=c1[nH]nc(COc2ccc(Cl)cc2Cl)n1-c1ccccc1,-13,-2,-4,-3,1.0,2,-0.6,4,i
Cc1oc2c(C)c3oc(=O)c4c(c3cc2c1C)CCC4,9,-2,-6,-3,-0.4,1,-0.5,4,i
CCOC(=O)Cn1c(=N)n(CCOc2ccc(Br)cc2)c2ccccc21,1,-1,-2,-11,3.9,7,2.4,-2,i
Cc1ccc(NC(=S)NCC2CCN(C(C)c3ccccc3)C2)cc1C (stereo not drawn),7,-1,1,-2,0.0,-11,-1.1,-6,i
O=C(NC1CCCN(Cc2ccc(Cl)cc2)C1)c1ccnc(Cl)c1 (stereo not drawn),8,3,6,-1,-0.4,3,1.6,-5,i
CCOC(=O)c1cnc2c(C)c(Cl)ccc2c1N1CCOCC1,6,-2,17,0,-1.3,-11,-0.6,-3,i
S=C(NCc1ccncc1)Nc1cccc(Cl)c1,-1,0,-3,-6,1.2,-9,0.1,-4,i
O=C1CC2C(CCC23OCCO3)c2ccc3ccccc3c21 (stereo not drawn),-8,-3,3,-6,-0.1,-3,1.6,0,i
COC(=O)c1ccc(CSc2nnc(NC(=O)c3cc4c(s3)CCCC4)s2)cc1,-47,1,1,0,0.0,-1,0.3,-2,i
O=C(Nc1ccc2ccccc2n1)C1CCCCC1,-2,4,-2,-4,0.0,11,1.3,6,i

# In another format: 2 of the compounds above.
# Each structure is followed by: MLLE-PAM2 inh | Rin1-Abl PPI inh | FAS TE block | MsrA act | Tb MetRS inh | eLon inh | MsrA inhibitor | CSN deneddyl inh | Neddylation inh
- S=c1[nH]nc(COc2ccc(Cl)cc2Cl)n1-c1ccccc1
  -13 | -2 | -4 | -3 | 1.0 | 2 | -0.6 | 4 | i
- Cc1oc2c(C)c3oc(=O)c4c(c3cc2c1C)CCC4
  9 | -2 | -6 | -3 | -0.4 | 1 | -0.5 | 4 | i
